Compound activity: PubChem, several laboratories
TPT1 inh: Candida albicans TPT1 enzyme inhibitors, primary screen, biochemical, fluorescence polarization | tRNA 2'-phosphotransferase TPT1 (Candida albicans SC5314) | recombinant caTPT1, FP RNA substrate dephosphorylation | inhibition, % at 5 µM | 300,000 tested, 0.81% active;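 active = inhibition above the mean of all tested compounds plus 3 SD, set per screening campaign, cut at about 24% in these data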;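 also: plate controls were DMSO alone for no effect and ferristatin control at 100 nM for full effect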
PAD4 inh: human PAD4 inhibitors, primary screen, biochemical, fluorescence polarization, 1536-well format; recombinant PAD4, RCA probe fluorescence polarization; inhibition, % at 6.36 µM; 330,000 tested, 0.41% active; AID 485272, 2010;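 active = percent inhibition above a cutoff equal to the mean of all tested compounds plus 3 SD, cut at about 15% in these data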;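 also: 0% = PAD4 with RCA probe and DMSO and 100% = probe without PAD4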
Target sequence (Q9UM07 whole entry, looked up): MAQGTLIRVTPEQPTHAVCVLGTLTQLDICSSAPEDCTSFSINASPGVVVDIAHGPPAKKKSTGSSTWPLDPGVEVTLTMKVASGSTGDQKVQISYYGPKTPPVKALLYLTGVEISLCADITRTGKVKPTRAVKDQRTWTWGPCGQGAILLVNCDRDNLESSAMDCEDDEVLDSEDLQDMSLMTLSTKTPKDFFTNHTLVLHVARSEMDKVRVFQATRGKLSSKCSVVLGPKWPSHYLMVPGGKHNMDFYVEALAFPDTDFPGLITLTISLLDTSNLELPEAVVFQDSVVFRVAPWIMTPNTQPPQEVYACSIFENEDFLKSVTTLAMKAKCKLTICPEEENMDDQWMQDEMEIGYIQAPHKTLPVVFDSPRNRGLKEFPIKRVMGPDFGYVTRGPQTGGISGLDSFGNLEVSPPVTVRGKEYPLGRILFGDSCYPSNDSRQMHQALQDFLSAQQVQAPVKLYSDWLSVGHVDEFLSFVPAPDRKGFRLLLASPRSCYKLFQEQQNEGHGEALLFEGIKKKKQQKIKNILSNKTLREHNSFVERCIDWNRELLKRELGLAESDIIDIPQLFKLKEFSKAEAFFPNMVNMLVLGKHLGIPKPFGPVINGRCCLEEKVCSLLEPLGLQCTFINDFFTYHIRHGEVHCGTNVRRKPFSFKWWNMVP
Fam108B counter: mouse Fam108B serine hydrolase inhibitors, primary screen, counter-screen for RBBP9 inhibitor project, biochemical, fluorescence polarization; recombinant Fam108B, FP-Rh probe fluorescence polarization; inhibition, % at 9.51 µM; 300,000 tested, 0.33% active; AID 1947, 2009;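 active = inhibition above the screen mean inhibition plus 3 SD, computed separately per campaign, cut at about 18% in these data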;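 also: inhibitors lower polarization as less probe binds the enzyme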
MCL1 BIM primary: inhibitors of MCL1 binding to BIM-BH3, primary screen, biochemical, fluorescence polarization; GST-MCL1 / FITC-Bim-BH3 fluorescence polarization; 320,000 tested, 0.68% active; inhibition, % at 10.9 µM;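 active = inhibition above the mean inhibition of all tested compounds plus 3 SD, set per campaign, cut at about 40% in these data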;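 also: 0% = DMSO wells and 100% = unlabeled Bim-BH3 peptide control; higher means more loss of mP so more displacement of Bim peptide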
Target sequence (Q07820 whole entry, looked up): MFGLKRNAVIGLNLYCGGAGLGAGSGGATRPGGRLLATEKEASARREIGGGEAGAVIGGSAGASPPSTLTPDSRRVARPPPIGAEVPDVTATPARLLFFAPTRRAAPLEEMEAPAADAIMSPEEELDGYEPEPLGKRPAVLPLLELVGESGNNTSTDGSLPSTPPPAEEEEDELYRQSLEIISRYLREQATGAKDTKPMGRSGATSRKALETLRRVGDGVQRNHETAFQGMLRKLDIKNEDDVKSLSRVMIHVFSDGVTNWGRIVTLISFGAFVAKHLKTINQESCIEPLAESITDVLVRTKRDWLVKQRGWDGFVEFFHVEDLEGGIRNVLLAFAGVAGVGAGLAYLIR
PME-1 inh: PME-1 inhibitors via competitive probe labeling, primary screen, biochemical, fluorescence polarization, FP-Rh probe, HTS; Protein phosphatase methylesterase 1 (Homo sapiens), Q9Y570; recombinant PME-1; inhibition, % at 5.9 µM; 320,000 tested, 0.53% active;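 active = inhibition above the campaign mean of all compounds plus 3 SD, cut at about 26% in these data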;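 also: competitive labeling of PME-1 active site by serine hydrolase directed probe; 0% = PME-1 with DMSO and 100% = wells lacking PME-1 enzyme; inhibitors block probe labeling so polarization falls and inhibition rises; many of its hits are not listed in these tables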
GSTO1 counter: inhibitors of recombinant GSTO1, primary screen, counter-screen for RBBP9 inhibitor project, biochemical, fluorescence polarization; Glutathione S-transferase omega-1 (Homo sapiens), P78417; activity-based probe fluorescence polarization; inhibition, % at 5.96 µM; 300,000 tested, 1.1% active;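 active = inhibition above the campaign mean inhibition plus 3 SD, cut at about 35% in these data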;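 also: 0% = GSTO1-1 with DMSO and 100% = wells lacking GSTO1-1 enzyme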
GLD-1 TGE inh: GLD-1/TGE RNA complex disruptors, primary screen, biochemical, fluorescence polarization | Female germline-specific tumor suppressor gld-1 (Caenorhabditis elegans), Q17339 | purified GLD-1 + fluorescein TGE RNA | inhibition, % at 5.96 µM | 320,000 tested, 0.44% active;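 active = percent inhibition above a per-plate cutoff, the plate mean of test compounds plus 3 SD, cut at about 30% in these data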;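 also: 0% = DMSO wells with GLD-1 and probe and 100% = wells lacking GLD-1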
MEX-5 binding: MEX-5 zinc finger RNA-binding disruptors – biochemical, C. elegans, fluorescence polarization, MLPCN library, primary screen | Zinc finger protein mex-5 (Caenorhabditis elegans), Q9XUB2 | MEX-5/FITC-TCR2 RNA binding; hits give low values | activity score (negative = inhibition of binding), % at 10 µM | 300,000 tested, 0.38% active | AID 1832, 2009;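 active = inhibition past about -25% in most replicates, and total fluorescence under double the plate's negative control median, limit read from the data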;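 also: 0% = DMSO and -100% = 5 µM competing unlabeled TCR2 RNA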
Bcl-xL primary: inhibitors of human Bcl-xL, primary screen, biochemical, fluorescence polarization, HTS | 320,000 tested, 0.7% active | Bcl-2-like protein 1 (Homo sapiens), Q07817 | GST-Bcl-xL / FITC-Bim BH3 peptide fluorescence polarization | inhibition, % at 10.9 µM;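 active = inhibition above the mean of all tested compounds plus 3 SD, cutoff set per campaign, cut at about 30% in these data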;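 also: 0% = DMSO wells and 100% = unlabeled Bim-BH3 peptide competitor; inhibitors lower millipolarization by displacing the labeled peptide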
An asterisk follows results filed as active; . = not tested or not shown.

SMILES	TPT1 inh	PAD4 inh	Fam108B counter	MCL1 BIM primary	PME-1 inh	GSTO1 counter	GLD-1 TGE inh	MEX-5 binding	Bcl-xL primary
O=[N+]([O-])c1ccccc1OCCCN1CCOCC1	0	2	-3	3	2	2	8	-2.1	3
Cc1csc(NC(=O)CSc2nnc(-c3ccccc3)o2)n1	-5	-4	-7	1	6	8	-2	-5.7	-1
Cc1nc2ncnn2c(C)c1CCC(=O)N1CCN(Cc2ccccc2)CC1	-3	-5	-3	2	-2	1	4	-2.8	7
C/C(=N\NC(=O)C(C)Oc1ccc([N+](=O)[O-])cc1)c1ccccn1 (configuration not stated)	2	0	-1	12	-2	7	1	-0.5	6
Cc1ccc(S(=O)(=O)N2CCCC2C(=O)OCC(=O)Nc2ccc3c(c2)OCO3)cc1 (configuration not stated)	0	-2	2	-3	8	1	-1	-1.6	1
Cc1ccc(CS(=O)Cc2ccc(C(=O)NCc3ccccc3Cl)o2)cc1 (configuration not stated)	-1	0	-3	9	7	3	-7	0.1	3
O=C1CCCC2=C1C(c1ccc3c(c1)OCO3)c1c([nH]n(-c3ccccc3)c1=O)N2 (configuration not stated)	0	-5	0	5	6	2	8	-4.3	1
O=C(NCCc1ccccc1)c1ccc(=O)oc1	-5	-9	-6	-15	-6	-4	-6	2.0	-4
COc1cc(/C=N/NC(=O)c2ccc(COc3cc(C)ccc3C(C)C)cc2)cc(OC)c1O	-2	1	9	7	9	22	1	2.5	-1
COc1ccc(C(=O)Cc2cnn(-c3ccccc3)c2)c(O)c1	-1	-2	-1	1	-6	0	1	1.1	6
Cc1nc(-c2cccc(Br)c2)ccc1C(=O)O	1	-9	-2	-5	4	-6	-3	-1.1	2
Cc1ccc(NC(=O)CN2CCN(Cc3ccccc3)CC2)cc1F	3	5	0	2	-3	2	5	-1.4	1
O=C(NC1CCCCC1)c1ccc(Cn2cc(Cl)cn2)cc1	-9	-4	-1	2	0	-6	2	1.6	4
Cc1ccc(OCc2nnc(SCC(=O)O)n2-c2ccccc2)cc1	-3	-7	-1	-9	-9	-1	1	-1.7	-7
Cc1cc(C)c(C)c(OCCCCN2CCCCC2)c1	-1	0	-1	-2	2	-2	-7	-1.5	0
Cc1cc(NC(=O)CSCC(=O)N(c2ccc(F)cc2)C(C(=O)NC2CCCCC2)c2ccc(O)c(O)c2)no1 (configuration not stated)	-1	-2	-3	21	-6	8	1	-1.1	2
CCOC(=O)c1ccccc1N1C(=O)CSC1=S	5	-20	-2	4	-8	-6	2	-2.7	2
CCCN1CN(Cc2ccco2)c2nc3ccccc3n2C1	-1	-3	4	2	-4	1	-3	0.1	1
O=C(CSc1nnnn1-c1cccnc1)Nc1cccc(Cl)c1	-5	0	3	3	-1	9	0	2.8	10
COC(=O)c1ccc(N2CCS(=O)(=O)CC2)cc1	1	1	2	2	-3	1	-5	0.5	1
O=C(COC(=O)c1ccc([N+](=O)[O-])cc1Cl)NCc1ccco1	.	3	.	5	3	.	-1	.	5
COc1ccc(CCC(=O)NCCS(=O)(=O)N2CCN(c3ccc(F)cc3)CC2)cc1	-1	-2	1	1	-5	1	-1	2.0	3
COc1cccc2sc(=NC(=O)CS(=O)(=O)c3ccc(Cl)cc3)n(C)c12	-3	-7	1	0	2	-5	1	7.0	1
COc1ccc(C(=O)NNC2=CC(=O)CC(C)(C)C2)cc1	-5	5	3	-8	-5	8	14	-2.4	4
CC1CC(=O)c2cnc(Nc3cccc(C(F)(F)F)c3)nc2C1 (configuration not stated)	5	-2	1	-5	-1	4	-2	.	-2
COc1ccc(N2C(S)=C(C#N)C(=O)NC2c2ccco2)cc1 (configuration not stated)	0	-1	-2	-7	3	4	-1	-0.8	-6
O=S1(=O)CCN(C(CCO)c2cccc(C(F)(F)F)c2)CC1 (configuration not stated)	-2	-1	-6	2	-3	7	-1	0.3	0
O=C(Nc1ccc(NC(=O)c2ccccc2Cl)cc1)c1cccnc1	-6	5	3	6	-2	-8	4	-1.8	5
O=C(O)CCCCc1nc2ccccc2s1	-1	1	0	2	-3	5	8	0.5	0
O=C(NCC1CCCO1)c1ccc(Cl)c(S(=O)(=O)Nc2ccccc2)c1 (configuration not stated)	1	-1	2	5	2	-1	-5	-1.5	3
C=CCN(C(=O)CNC(=O)c1cccs1)C(C(=O)NC(C)(C)C)c1ccccc1 (configuration not stated)	-2	-7	7	3	-1	-6	-1	0.2	-2
O=C1CCC(C(=O)N2CCCCCC2)CN1CCc1ccc(Cl)cc1 (configuration not stated)	-3	2	2	-1	2	-3	1	1.3	5
CC1CCC(NS(=O)(=O)c2cccc3nsnc23)CC1 (configuration not stated)	1	4	-1	0	-5	4	4	1.4	0
c1cc(CNCCCN2CCOCC2)ccn1	3	2	7	-2	0	-1	-3	-4.0	2
C[C@@H]1ON(C2CCCCC2)[C@H]2c3nc4ccccc4n3C[C@@H]12	2	-1	-3	0	0	6	4	-1.2	0
Cc1ccc(C(=O)C(C)Oc2cccc(NC(=O)c3ccco3)c2)cc1 (configuration not stated)	-3	0	-3	-4	-9	-12	6	1.0	-2
CCC1(CC)Cc2ccccc2-c2nc(CN(C)C)[nH]c(=O)c21	0	-1	1	3	-1	-6	-6	3.2	5
O=C(CS(=O)(=O)c1ccccc1)N1CCCCC1	1	-1	3	9	7	3	1	-1.0	6
COC(=O)/C=c1\sc2ncnn2c1=O	-4	2	7	8	-2	-1	-8	1.3	6
C/C(=N\Nc1ccccn1)c1ccc2c(c1)OCO2	0	-4	1	2	-3	5	3	0.9	1
CC1CCCN(CC(=O)Nc2cc(Cl)ccc2Oc2ccccc2)C1 (configuration not stated)	1	-3	2	0	-9	4	8	-1.4	3
COc1cccc(NC(=O)Nc2nnc(Cc3ccc(F)cc3)s2)c1	-4	-1	-5	0	-2	2	-1	-0.9	0
COc1ccccc1NS(=O)(=O)c1ccc(O)c(C(=O)OCC(=O)c2ccc(Cl)cc2Cl)c1	0	-2	-7	4	3	2	-9	0.1	0
Cn1nc(C(=O)Nc2nc(-c3ccc(F)cc3)cs2)ccc1=O	-3	-3	2	5	-8	6	6	1.7	-3
CCN(C(=O)c1ccc(C(C)(C)C)cc1)c1nnc(Cn2nnc3ccccc32)s1	-1	-4	-10	-1	-4	-1	-6	2.8	-2
O=c1nc2ccccc2c2n1CC(CN1CCN(c3ccccc3F)CC1)N2 (configuration not stated)	-2	1	-1	7	3	3	-6	0.3	2
COc1ccc(S(=O)(=O)N2CCC(n3cnc4ccccc43)CC2)cc1	0	-5	-5	6	12	2	-4	0.6	7
O=C(O)c1ccc(/C=C2\SC(=Nc3ccccc3)N(c3ccccc3)C2=O)cc1	1	2	-4	-6	-3	-3	4	1.9	1
O=C1COc2ccc(C(=O)COC(=O)CNC(=O)c3ccco3)cc2N1	-1	0	2	-17	8	12	3	-0.1	1
CCOC(=O)c1ccc(NC(=O)Cn2cnc(S(=O)(=O)N3CCCC3)c2)cc1	0	1	0	3	1	5	6	-0.7	1
Cc1csc2nc(CNC(=O)C3CC=CCC3C(=O)O)cn12 (configuration not stated)	-1	0	4	13	-8	-5	1	3.6	8
C/C(=N/NC(=O)c1ccc(C)s1)c1cccc(NC(=O)COc2ccc(Cl)cc2C)c1	-5	0	0	-7	-5	0	1	-0.8	-3
CNC(=O)c1cc2ccc(OC)cc2oc1=O	-3	-3	3	11	1	-8	4	-19	5
Cc1ccc(S(=O)(=O)N2CC(=NO)C2)cc1	2	-2	2	-3	-1	7	-2	-3.7	1
Cn1c(CSCc2ccc(F)cc2)nnc1SCC(=O)Nc1nccs1	-1	-3	3	5	5	0	5	1.4	3
O=C(CN1CCCC1)NN=C(c1ccccc1)c1ccccc1	-4	3	-3	3	3	5	8	0.3	3
Cc1cccc(C)c1NC1=NCCCCC1	7	-3	1	-5	0	3	3	3.6	-3
CSCC(=O)N1CCCC(N2CCN(c3ccc(F)cc3)CC2)C1 (configuration not stated)	-1	-9	2	8	-1	-2	5	0.5	5
Cc1ccc(NC(=O)COc2ncnc3c(Cl)cc(Cl)cc23)cc1[N+](=O)[O-]	1	-3	-7	-2	6	0	2	0.1	0
Nc1nc(N)nc(-c2cc(F)ccc2O)n1	.	-5	.	0	-1	.	5	.	5

(more compounds)
SMILES	TPT1 inh	PAD4 inh	Fam108B counter	MCL1 BIM primary	PME-1 inh	GSTO1 counter	GLD-1 TGE inh	MEX-5 binding	Bcl-xL primary
NC(=O)CCS(=O)(=O)c1ccc(Cl)cc1	-1	-2	1	4	-5	27	-2	0.1	3
CC(C)(C)NC(=O)CSc1nnc(-c2c[nH]c3ccccc23)o1	-1	0	-1	5	-5	0	-3	-0.9	0
Cc1cc(=O)n2c(-c3ccccc3C)n[nH]c2n1	0	1	0	-6	-4	-8	5	5.2	2
Cc1cccc(C)c1NC(=O)c1cc(S(=O)(=O)N2CCc3ccccc32)cn1C	1	-8	3	-8	3	3	8	3.8	-2
COc1ccc(C(=O)Nc2cccc(OC)c2)cc1	-2	-2	-2	10	-3	-3	2	.	6
CC1(C)CCC(C)(C)NC(=S)N1	-4	0	-2	10	-10	0	2	-0.1	4
CCOc1ccc(-n2c(N)c(C(=O)NCc3cccnc3)sc2=S)cc1	2	2	1	15	-14	6	17	-1.3	10
N/C(Cc1ccc([N+](=O)[O-])cc1)=N\OC(=O)C(c1ccccc1)c1ccccc1	4	-5	-10	1	-3	6	5	1.0	2
Cc1nn(-c2ccccc2)c(C)c1/C=N/N1CCN(c2ccccn2)CC1	-4	-2	3	4	1	-3	-3	-1.3	6
N#Cc1ccc(C(=O)Nc2cc(-c3ccccc3)nn2-c2ccccc2)cc1	-3	-2	-2	3	1	-4	4	.	0
COCCN1C(=O)c2ccc(C(=O)Nc3cccnc3)cc2C1=O	-3	-2	1	6	3	6	-5	0.0	0
Cc1cccc(NC(=O)/C(C#N)=C/c2cn(CC(=O)NCc3ccco3)c3ccccc23)c1	8	0	-42	-11	-75	-18	-3	.	-5
O=C(CCCn1c(=O)[nH]c2cc(Cl)ccc2c1=O)NC1CCCCCC1	0	-5	-4	6	2	5	6	-0.2	3
Cc1cc(Br)ccc1SCC(=O)OCC(=O)NCc1ccco1	0	2	-2	31	-3	20	5	-0.8	6
CCOc1ccc(NC(=O)CCN2CCN(S(=O)(=O)c3ccc(Cl)cc3)CC2)cc1	3	-1	0	4	1	7	9	2.8	4
O=C(COC(=O)Cc1ccc(S(=O)(=O)N2CCOCC2)s1)NCc1ccc(Cl)cc1	2	-5	-3	5	2	4	0	1.1	2
COc1ccc(N2C(=O)CC(N3CCCCC3)C2=O)cc1 (configuration not stated)	1	-3	-1	3	0	2	-3	-1.9	14
COCCCNC(=O)CN(c1ccc(Cl)c(Cl)c1)S(C)(=O)=O	0	-2	-3	2	0	3	2	-1.5	-1

A portion of the library; rates above refer to the full screens.
